NOD1 inhibition: NOD1 signaling inhibitors, primary screen, cell-based, luminescence, uHTS (AID 1578); one-dose inhibition, % at 4 µM; EC50 in µM for titrated hits; actives 1% (n = 290,000); NOD1-driven NF-kB luciferase reporter cells, luminescence; higher % means a stronger effect; in the data active means inhibition mostly above about 36%, no sharp cut-off; inactive means mostly below about 34%;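 further: HEK-293T reporter cells stimulated with the NOD1 agonist gamma-tri-DAP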
HIV fusion peptide: cell-free HIV fusion peptide-binding blockers – biochemical, uHTS, fluorescence dequenching, primary screen (AID 1986) | actives 0.3% (n = 290,000) | cell-free peptide binding, fluorescence dequenching, 30 min; higher % means a stronger effect | inhibition, % at 20 µM; hits with a dose series show IC50 in µM; in the data active means inhibition mostly above about 52%, no sharp cut-off; inactive means mostly below about 76%; further: some results filed as inactive read as strong as hits
GPR35 arrestin U2OS: inhibition of zaprinast-stimulated GPR35 beta-arrestin translocation – imaging, U2OS, beta-arrestin-GFP, zaprinast agonist, primary screen (AID 2058) | inhibition, % at 10 µM; hits with a dose series show IC50 in µM | U2OS GPR35 beta-arrestin-GFP translocation imaging, zaprinast antagonism; higher % means a stronger effect | actives 0.052% (n = 290,000);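 active means inhibition of at least 50% with at least 30 cells and total cytoplasm GFP at most 10,000,000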
KOR beta-arrestin-1: kappa opioid receptor blockers – cell-based, luminescence, uHTS (AID 1778) | actives 0.091% (n = 290,000) | KOR beta-arrestin recruitment, luminescence, antagonist mode; higher % means a stronger effect | inhibition, % at 10 µM, or IC50 in µM where a hit was titrated; in the data active means inhibition above about 50%; further: strong numbers were not always called active
GPR55 beta-arrestin: selective activators of receptor GPR55 – imaging, U2OS cells, beta-arrestin-GFP redistribution, primary screen (AID 1961). U2OS GPR55 beta-arrestin-GFP redistribution imaging; higher % means a stronger effect. one-dose activation, % at 10 µM; EC50 in µM for titrated hits. actives 0.048% (n = 290,000);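 active means activation above 40% with more than 50 cells counted in the well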;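 further: U2OS osteosarcoma cells stably expressing GPR55 and beta-arrestin-GFP; plate controls were DMSO negative control for no effect and LPI positive control for full effect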
AID2073: inhibitors of Mint1-CaV2.2 protein interaction, biochemical, HTRF (AID 2073); HTRF protein-protein interaction, Mint1-CaV2.2; higher % means a stronger effect; inhibition, % at 20 µM, or IC50 in µM where a hit was titrated; actives 0.19% (n = 290,000); in the data active means inhibition mostly above about 51%, no sharp cut-off; further: some results filed as inactive read as strong as hits
SIAH1 antagonists: blockers of Siah-1 interaction with plectin peptide – biochemical, fluorescence polarization, rhodamine-plectin, uHTS, primary screen (AID 1817). Siah-1 / rhodamine-plectin peptide fluorescence polarization; higher % means a stronger effect. displacement, % at 20 µM, or IC50 in µM where a hit was titrated. actives 0.02% (n = 290,000);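 active means displacement of at least 50% at 20 µM, with a fluorescence ratio check between 0.3 and a set limit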;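 further: plate controls were Siah plus tracer with DMSO for no effect and tracer alone without Siah for full effect; strong numbers were not always called active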
KOR beta-arrestin-2: KOR agonists, beta-arrestin recruitment, primary screen, cell-based, luminescence, uHTS (AID 1777). KOR beta-arrestin recruitment, luminescence; higher % means a stronger effect. activation, % at 10 µM; hits with a dose series show EC50 in µM. actives 0.02% (n = 280,000); in the data active means activation above about 50%, passing the limit was not always enough; further: a part of the inactive calls stands beside numbers as strong as those of hits
GPR55 LPI antagonism: GPR55 antagonists blocking LPI-driven arrestin recruitment, primary screen, imaging, U2OS, beta-arrestin-GFP, LPI agonist (AID 2013); actives 0.13% (n = 290,000); U2OS GPR55 beta-arrestin-GFP translocation imaging, LPI antagonism; higher % means a stronger effect; inhibition, % at 10 µM, or IC50 in µM where a hit was titrated;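 active means spots per cell inhibited over 60%, with over 100 cells counted and total cytoplasm intensity under 500,000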;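 further: U2OS cells stably carrying GPR55 and arrestin-GFP stimulated by 5 µM LPI near EC80; imaged beta-arrestin-GFP aggregate spots per cell after agonist stimulation; plate controls were LPI-stimulated DMSO wells for no effect and DMSO wells without LPI for full effect; some results filed as inactive read as strong as hits; confirmed hits need IC50 under 10 µM and bright autofluorescent wells are also inconclusive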
Active calls of the source: *; x = no result given; [ ] = another dose, or the depositor's remark.

SMILES	NOD1 inhibition	HIV fusion peptide	GPR35 arrestin U2OS	KOR beta-arrestin-1	GPR55 beta-arrestin	AID2073	SIAH1 antagonists	KOR beta-arrestin-2	GPR55 LPI antagonism
CCc1cccc(OCC2Cn3c(nc4c3c(=O)[nH]c(=O)n4C)O2)c1 (configuration not stated)	1%	-0.1%	-5%	-8%	0.4%	1%	0%	-0.8%	5%
O=C(Nc1ccccc1N1CCCCC1)c1cccc([N+](=O)[O-])c1	-22%	0.0%	5%	-27%	0.1%	8%	2%	-0.2%	-10%
COc1cccc(/C=N/NC(=O)CCCC(=O)NC2CCCCC2)c1	-22%	-1.1%	-1%	13%	0.4%	6%	2%	6.9%	8%
COc1ccc(C(=O)NCCCN(C)CCCNC(=O)c2ccc(OC)cc2)cc1	-29%	-1.5%	-5%	-7%[20 µM]	0.3%	2%	-8%	1.2%	10%
CCc1ccccc1N(CC)C(=O)CCc1nc(-c2ccc(C)cc2)no1	9%	-1.3%	-17%	-53%	0.2%	3%	-5%	-2.1%	1.1µM*
COc1cccc(/C=N/n2nnnc2N)c1	-11%	0.7%	8%	38%	-0.1%	-5%	2%	5.7%	-4%
O=c1[nH]c(-c2ccccc2)c(-c2ccccc2)[nH]1	-8%	-3.8%	11%	-13%	-0.1%	22%	3%	-2.4%	13%
COc1ccccc1NC(=S)N(Cc1ccco1)Cc1cc2cc(C)cc(C)c2[nH]c1=O	10%	2.0%	1%	-14%	-0.1%	3%	4%	-0.3%	2%
CC(=O)Nc1c(C(=O)c2ccccc2)oc2ccccc12	-12%	2.9%	14%	1%	-0.1%	4%	4%	0.3%	36%
O=C(Oc1cc(=O)oc2ccccc12)c1ccccc1	-8%	-0.7%	-18%	-9%	0.1%	-3%	-8%	0.0%	1%
Cc1c(NC(=O)C(C)OC(=O)/C=C/c2ccco2)c(=O)n(-c2ccccc2)n1C (configuration not stated)	-2%	7.2%	0%	23%	0.7%	59%	14%	-1.8%	0%
COc1ccccc1N1CCN(S(=O)(=O)c2ccc(NC(C)=O)cc2)CC1	-8%	-1.0%	1%	4%	-0.1%	12%	12%	-2.3%	7%
O=C(CC(C(=O)O)c1ccccc1)Nc1ccccc1 (configuration not stated)	2%	0.1%	2%	x	-0.2%	-7%	-2%	-1.5%	-6%
Nc1cc(Cl)ccc1C(=O)OCC(=O)NC(=O)NCc1ccccc1	-27%	-0.9%	-1%	x	0.2%	4%	-3%	2.6%	-1%
COc1cccc(/C=C/C(=O)Nc2ccc3nc4n(c(=O)c3c2)CCCC4)c1OC	-7%	-0.7%	-1%	-46%	0.9%	-15%	2%	3.1%	-11%
C=CCn1c(SCc2nc3ccccc3[nH]2)nnc1-c1ccncc1	-18%	-1.7%	7%	-14%	0.3%	10%	0%	-1.0%	-1%
Cc1ccccc1-n1c(C)nnc1SCC(=O)NNC(=O)c1ccccc1	-5%	-1.7%	5%	-16%	-0.3%	-4%	-4%	0.4%	-1%
COCCn1c(=S)[nH]c2ccc(N(C)C)cc2c1=O	-6%	-1.1%	-2%	10%	-0.1%	18%	-3%	-1.6%	-6%
O=C1CCCN1CCCNC(=S)Nc1ccc(Nc2ccccc2)cc1	-17%	-2.1%	-4%	-8%	-0.2%	-20%	0%	-1.8%	2%
Cn1c(-c2cnn(-c3ccccc3)c2-n2cccc2)n[nH]c1=S	-25%	-2.5%	-2%	-11%	-0.5%	-4%	-4%	-4.0%	-4%
Cc1cc(=O)c2ccc3ccccc3c2[nH]1	22%	0.6%	-8%	-13%	-0.1%	-20%	-2%	-6.7%	7%
CCCNC(=O)CCc1c(C)nc2c(c(C)nn2-c2ccc(C)cc2)c1C	-1%	-0.9%	-4%	10%	-0.1%	13%	2%	-1.8%	6%
O=C(Cn1nnc(-c2ccc(NC(=O)c3ccccc3F)cc2)n1)NCc1ccc(F)cc1	-6%	7.7%	0%	-30%	0.0%	66%	1%	-3.4%	-9%
Cc1ncc(CN2CCCC(C(=O)Nc3ccc(-c4cccc(F)c4)cc3)C2)s1 (configuration not stated)	-29%	0.8%	2%	-14%	-0.1%	-4%	5%	0.1%	-13%
C=CCNC(=O)c1ccc2c(=O)n(CCCN3CCCC3=O)c(=S)[nH]c2c1	-18%	0.0%	-9%	-29%	-0.3%	-6%	0%	2.5%	-8%
COc1ccc(CNC(=O)COC(=O)CCOc2ccccc2)cc1	10%	0.6%	13%	0%	-0.3%	-4%	11%	2.8%	8%
CCOc1ccc(CCNC(=O)CS(=O)(=O)Cc2nc(-c3cccc(OC)c3)oc2C)cc1	17%	0.8%	46%	-12%	-0.1%	8%	2%	4.5%	-5%
Cc1cccc(C)c1NC(=O)CSc1nc(-c2ccco2)cc(C(F)(F)F)n1	-24%	4.2%	-4%	-17%	-0.3%	14%	7%	-1.2%	5%
COc1ccc(-c2[nH]ncc2CNC(C)c2cn(C)nc2C)c(F)c1 (configuration not stated)	-16%	-1.2%	20%	0%	-0.2%	3%	8%	-0.4%	20%
N#Cc1c(N)nc2c(c1-c1ccc(F)cc1)c(=O)nc1sccn12	-26%	-0.7%	-5%	-64%	-0.5%	4%	0%	4.9%	-4%
Cc1cc(/C=C2/SC(=O)N(CC(=O)N3CCCC3)C2=O)c(C)n1C	-39%	-1.8%	-17%	-10%	-0.2%	-2%	0%	4.2%	-1%
Cc1nc(SCc2cccnc2)[nH]c(=O)c1C	-17%	0.5%	-16%	-28%	-0.1%	-1%	-3%	-2.0%	-8%
COCc1ccc(C(=O)N2CCCC(Nc3ccc(C(C)C)cc3)C2)s1 (configuration not stated)	-5%	-0.3%	-11%	-12%	-0.1%	7%	8%	1.9%	4%
CN(NC(=O)Nc1ccccc1)c1cnn(C)c(=O)c1Cl	1%	1.4%	11%	3%	0.1%	-4%	-3%	4.3%	9%
COC(=O)c1ccc(CSc2nnnn2-c2ccc(C)cc2C)o1	6%	-2.1%	-3%	-2%	-0.2%	-10%	1%	-5.4%	-13%
O=C(CCc1ccccc1)NNC(=O)C1CCCCC1	-15%	-0.6%	-1%	9%	0.0%	5%	0%	-2.4%	x
COc1nc(C)ccc1-c1noc(-c2cccs2)n1	-16%	-1.6%	2%	21%	0.7%	7%	18%	5.4%	15%
Cn1c(-c2ccc(=O)[nH]c2)nc2ccccc21	-8%	-1.3%	-8%	-20%	0.1%	16%	-7%	1.0%	-14%
O=C(CSc1ccc(-c2cccnc2)nn1)Nc1ccc(Br)cc1	-19%	0.2%	-12%	-13%	0.3%	3%	-2%	-1.0%	5%
CC(Oc1ccc(-c2ccccc2)c(F)c1)c1ccn(S(=O)(=O)c2cccc3ccccc23)n1 (configuration not stated)	-7%	-0.4%	-6%	-31%	0.1%	-2%	4%	1.4%	3%
O=C(NCc1cccnc1)c1cnc2ccccc2n1	-1%	-1.6%	9%	-5%	0.2%	3%	2%	-7.8%	-2%
O=C(COc1ccc(S(=O)(=O)N2CCCCC2)cc1)Nc1ccccc1F	-16%	-0.1%	-4%	1%	-0.1%	9%	-3%	0.5%	4%
COCCNC(=S)Nc1ccc2nc(N3CCCC3)cc(C)c2c1	-14%	0.6%	-8%	-17%	0.1%	12%	-5%	8.7%	6%
Cc1ccc2[nH]cc(CCNS(=O)(=O)c3ccc(F)cc3)c2c1	-1%	1.1%	-1%	-70%[20 µM]	-0.1%	-1%	8%	1.6%	1%
COC(=O)c1ccc(N/C=C/C(=O)c2ccccc2)cc1	-62%	4.0%	2%	-23%[20 µM]	0.2%	12%	-2%	4.6%	4%
O=C1CN(S(=O)(=O)c2ccccc2)CC(=O)N1CCc1ccccc1	-4%	-0.9%	6%	20%	-0.1%	2%	1%	2.1%	0%
Cc1ccc(OCC(O)CN2CCN(Cc3ccc4c(c3)OCO4)CC2)cc1C (configuration not stated)	-19%	2.6%	14%	x	0.5%	19%	-1%	6.8%	11%
CCOC(=O)c1oc2nc(C)c3c(c2c1N)CC(C)(C)OC3	-2%	3.9%	20%	0%	-0.3%	39%	-1%	-7.4%	8%
CCCC(=O)N/C(N)=N/c1nc2ccccc2o1	-5%	0.9%	-4%	2%	-0.2%	7%	1%	3.9%	-14%
COc1cccc(OCc2cc(C(=O)N3CCN(C4CCCC4)CC3)no2)c1	-28%	0.6%	-2%	12%	0.0%	1%	10%	1.7%	6%
CCCn1c(=S)[nH]c2cc(C(=O)NCC3CCCO3)ccc2c1=O (configuration not stated)	-20%	-2.2%	-4%	12%	-0.1%	13%	-4%	-1.4%	-6%
O=C(NNc1ncc(C(F)(F)F)cc1Cl)c1c(Cl)cccc1Cl	11%	0.5%	-8%	-35%	0.0%	-1%	1%	0.6%	-10%
CCCCCCCCCCCCS(=O)(=O)CCC(=O)O	0%	12%	2%	-20%	-0.2%	6%	11%	-2.9%	0%
CC12COC3(C(=O)Nc4cccnc4)CC1CCC32C (configuration not stated)	15%	-1.5%	2%	-11%	-0.2%	-2%	2%	2.9%	3%
COc1ccc(N2C(=O)CC(N3CCN(c4ccccc4F)CC3)C2=O)cc1 (configuration not stated)	-27%	-0.9%	7%	-12%	-0.1%	4%	1%	-6.8%	4%
CC(C)c1ccc(OCc2ccc(C(=O)N3CCCC3)o2)cc1	-14%	3.4%	-2%	-34%	-0.1%	1%	-10%	-2.1%	-8%
O=[N+]([O-])c1ccc(CN2CCN(c3ccc(Cl)cc3)CC2)o1	-12%	-1.5%	-7%	-14%[20 µM]	0.3%	3%	-1%	18%	0%
Cn1ncc(Cl)c(Oc2ccccc2)c1=O	-29%	-2.3%	-2%	-24%	-0.3%	5%	1%	4.9%	4%
CCc1ccc(C2CC(c3cccc(Cl)c3)n3nc(N)nc3N2)cc1 (configuration not stated)	-32%	-2.7%	9%	1%	-0.1%	14%	0%	-1.1%	-6%
CC(=O)c1cccc(NC(=O)C(C)OC(=O)Cc2n[nH]c(=O)c3ccccc23)c1 (configuration not stated)	-18%	1.3%	-4%	4%	0.0%	10%	4%	-3.6%	11%
Cc1ccc(C)c(CN2CCNC2=O)c1	-35%	-1.2%	0%	1%	-0.3%	8%	3%	-1.3%	2%
CC1(C)CC(=O)N(c2cc(Cl)ccc2Cl)C(=O)C1	-6%	-0.3%	0%	11%	-0.1%	1%	1%	-1.9%	7%

GPR55 LPI antagonism, what is marked active above.
SMILES	NOD1 inhibition	HIV fusion peptide	GPR35 arrestin U2OS	KOR beta-arrestin-1	GPR55 beta-arrestin	AID2073	SIAH1 antagonists	KOR beta-arrestin-2	GPR55 LPI antagonism
CCc1ccccc1N(CC)C(=O)CCc1nc(-c2ccc(C)cc2)no1	9%	-1.3%	-17%	-53%	0.2%	3%	-5%	-2.1%	1.1µM*

Screening results (PubChem)

An excerpt (hit frequency here may not be typical).
